PLCb3 inh: PLC-beta3 (human) inhibition, primary screen; Q01970; 0.18% of 370,000 active; inhibition, % at 12.2 µM; Purified PLC-beta3, fluorogenic substrate, fluorescence; in the data active means inhibition above about 11%;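 further: 0% = median of compound wells on plate and 100% = full blocker control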
Target sequence (Q01970 whole entry, looked up): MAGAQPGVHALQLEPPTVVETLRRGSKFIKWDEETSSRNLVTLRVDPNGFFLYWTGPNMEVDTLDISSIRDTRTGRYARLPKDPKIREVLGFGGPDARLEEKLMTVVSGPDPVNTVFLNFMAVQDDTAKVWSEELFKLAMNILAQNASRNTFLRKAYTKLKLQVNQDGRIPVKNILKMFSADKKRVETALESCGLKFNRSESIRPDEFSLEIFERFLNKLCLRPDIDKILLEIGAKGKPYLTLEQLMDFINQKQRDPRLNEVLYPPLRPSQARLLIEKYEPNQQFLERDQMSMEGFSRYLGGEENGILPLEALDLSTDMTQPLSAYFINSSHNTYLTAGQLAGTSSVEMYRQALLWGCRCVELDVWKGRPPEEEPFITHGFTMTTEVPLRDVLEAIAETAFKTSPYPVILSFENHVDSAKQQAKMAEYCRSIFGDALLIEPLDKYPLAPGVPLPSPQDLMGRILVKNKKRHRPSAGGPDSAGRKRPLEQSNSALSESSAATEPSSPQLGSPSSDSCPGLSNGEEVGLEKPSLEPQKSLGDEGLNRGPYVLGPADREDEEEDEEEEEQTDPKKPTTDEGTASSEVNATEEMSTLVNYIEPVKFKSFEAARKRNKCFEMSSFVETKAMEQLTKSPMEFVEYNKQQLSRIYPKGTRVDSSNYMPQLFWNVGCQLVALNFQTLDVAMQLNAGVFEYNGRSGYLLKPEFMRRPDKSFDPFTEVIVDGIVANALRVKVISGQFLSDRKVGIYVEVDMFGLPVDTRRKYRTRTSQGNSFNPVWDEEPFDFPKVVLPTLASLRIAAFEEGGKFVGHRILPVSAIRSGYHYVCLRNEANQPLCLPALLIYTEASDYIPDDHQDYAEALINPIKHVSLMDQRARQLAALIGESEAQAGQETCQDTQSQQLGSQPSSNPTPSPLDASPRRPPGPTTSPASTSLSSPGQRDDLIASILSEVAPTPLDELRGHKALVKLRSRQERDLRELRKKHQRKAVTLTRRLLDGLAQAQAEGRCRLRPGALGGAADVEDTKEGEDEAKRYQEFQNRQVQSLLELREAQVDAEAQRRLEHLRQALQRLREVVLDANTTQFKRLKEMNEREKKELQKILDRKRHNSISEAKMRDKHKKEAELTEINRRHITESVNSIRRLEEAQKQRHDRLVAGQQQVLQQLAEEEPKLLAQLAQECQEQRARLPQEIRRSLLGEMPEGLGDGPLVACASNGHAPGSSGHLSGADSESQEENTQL
hcDAF12 agonist: activators of H. contortus DAF-12 nuclear receptor; HEK293 hcDAF-12 lit1-tk-luc reporter, luminescence; 0% DMSO, 100% Δ7-dafachronic acid; activation, % at 6.8 µM; 1.4% of 370,000 active; AID 652067;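 active means activation above the mean of all tested compounds plus 3 SD, cut at about 5.5% in these data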;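 further: 100% = response to 3 µM Δ7-dafachronic acid high control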
ADAM17 inh: inhibits human ADAM17; P78536; recombinant ADAM17, EDANS/DABCYL FRET peptide cleavage; inhibition, % at 6.95 µM; 0.83% of 370,000 active; AID 720648;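 active means inhibition above the mean of compounds lying between control limits plus 3 SD, set per campaign, cut at about 8.5% in these data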;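 further: 0% = DMSO-only wells as the low control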
SMARCA2 act: SMARCA2 function activation, primary screen; MG213 cells, MMTV-luciferase reporter, dexamethasone, overnight; activation, % at 9.1 µM; 1% of 370,000 active; AID 652017; in the data active means activation above about 7.8%;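 further: 0% = vehicle wells and 100% = reference activator wells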
DAX1 inh-1: inhibitors of DAX1 repression of SF-1 activated StAR promoter. inhibition, % at 6.8 µM. 1.1% of 370,000 active. AID 652010. HEK293T StAR-luciferase reporter, SF-1/DAX-1 repression relief;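 active means inhibition above the mean over all tested compounds plus 3 SD, cut at about 3.6% in these data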;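 further: 0% = DAX-1 cells with DMSO and 100% = cells lacking DAX-1 with DMSO; higher inhibition means more luminescence from relief of DAX-1 repression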
MBD2 inh: inhibitors of human MBD2 binding to methylated oligonucleotide. inhibition, % at 4.4 µM. 0.31% of 370,000 active. Q9UBB5. TR-FRET; in the data active means inhibition above about 13%
hgDAF-12 ag: agonists of H. glycines DAF-12 nuclear receptor; activation, % at 6.8 µM; HEK293 GAL4-hgDAF12 UAS-luciferase reporter, agonist luminescence; normalized to butyrate control; 1.8% of 370,000 active;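 active means activation above a cutoff set at the mean of all screened compounds plus 3 SD, cut at about 10% in these data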;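 further: 0% = DMSO wells and 100% = sodium butyrate wells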
PLCg1 inh: PLC-gamma1 (human) inhibition, primary screen; P19174; purified PLC-gamma1, fluorogenic substrate, fluorescence; inhibition, % at 12.2 µM; 0.84% of 370,000 active; AID 720700; in the data active means inhibition above about 9.5%
Rev-erbA mod: Rev-erb alpha (human) modulation; P20393; Rev-erbα–FITC-DNA binding, fluorescence polarization, 90 min; activity, % at 10 µM; 0.79% of 370,000 active;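 active means activity above about 14%, limit read from the data; passing the limit was not always enough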;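 further: 0% = DMSO wells with 35 nM protein and 100% = DMSO wells with 750 nM protein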
ssDAF-12 act: activators of S. stercoralis DAF-12 nuclear receptor | activation, % at 6.8 µM | 1% of 370,000 active | HEK293 ssDAF-12/GRIP1 lit1-tk-luc reporter, luminescence; % of 3 µM dafachronic acid response;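 active means activation above the mean over all tested compounds plus 3 SD, cut at about 0.9% in these data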;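 further: 0% = DMSO-only wells and 100% = 3 µM delta7-dafachronic acid wells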
DAX1 inh-2: inhibitors of human orphan nuclear receptor DAX1 (NR0B1); P51843; HEK293 Gal4-DAX1 luciferase reporter, luminescence; inhibition, % at 6.75 µM; 0.99% of 340,000 active; AID 504766;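 active means inhibition above the mean over all tested compounds plus 3 SD, cut at about 4.2% in these data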;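 further: 0% = DAX1-transfected cells with DMSO and 100% = empty-vector control cells with DMSO; inhibition shows as a rise in luminescence from relieved DAX1 repression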
Numbers without * were called inactive; . = no result given.

Below each SMILES – PLCb3 inh, hcDAF12 agonist, ADAM17 inh, SMARCA2 act, DAX1 inh-1, MBD2 inh, hgDAF-12 ag, PLCg1 inh, Rev-erbA mod, ssDAF-12 act, DAX1 inh-2
> O=C(NCCC1CCCCN1S(=O)(=O)c1ccccc1)C(=O)NCc1ccccn1 (stereo not drawn)
    5.0, -1.6, -4.7, -2.5, 0.6, 1.5, -0.7, 4.5, -2.3, -1.3, 0.3
> CC(=O)c1cc(C)ccc1OC(=O)c1ccncc1
    -3.2, -0.4, -1.2, -1.9, 0.4, 1.0, 5.2, 1.2, 3.9, -1.1, 0.5
> CC1=CCC(C(=O)O)(C(=O)N/N=C/c2cccs2)C(c2ccc([N+](=O)[O-])cc2)C1 (stereo not drawn)
    1.9, -1.6, -3.7, -1.0, 0.9, -2.6, 0.0, 3.6, -1.5, -1.4, -1.0
> CC1CCc2sc(C(=O)NCc3ccccn3)cc2C1 (stereo not drawn)
    -12.5, 2.9, -1.6, 1.7, 3.1, 6.2, 4.7, -2.2, -1.1, -0.3, 0.2
> O=C(Cc1ccc(Cl)cc1)Nc1ccc(-c2cc3ccccc3oc2=O)c(Cl)c1
    -254.2, -2.3, -93.7, -3.8, -2.8, 0.4, 0.3, -240.3, 0.9, -1.7, -3.4
> O=[N+]([O-])c1ccc(NN=C(C2CC2)C2CC2)c([N+](=O)[O-])c1
    3.3, 4.5, -0.5, -0.1, -0.3, 1.7, -1.1, 3.0, 3.4, -0.7, 0.5
> Cc1ccc(S(=O)(=O)N2C[C@@H]3CCCC[C@@H]3[C@@H](C)[C@H]2c2cn(Cc3ccccc3)c3ncccc23)cc1
    1.8, 0.9, -0.5, -4.4, 1.4, -4.2, 1.3, 1.1, 5.7, -0.9, -0.4
> CN1C2=CC=CC=CC2=[N+](C)C12C([N+](=O)[O-])=CC(=[N+]([O-])[O-])C=C2[N+](=O)[O-] (stereo not drawn)
    -5.8, -1.0, -4.3, 1.0, 0.4, 0.1, -1.6, -0.7, 2.0, -0.8, .
> Cc1ccc(SC/C(O)=C(\C#N)c2nc3ccccc3s2)cc1
    -4.8, 1.8, -4.2, 0.8, -0.2, 3.0, 0.4, -4.8, -4.2, -0.7, 0.1
> Cc1ccc(-n2c(-c3nn(C)c(C)c3Cl)n[nH]c2=S)cc1
    1.4, -0.4, -0.1, 1.5, 0.2, -1.5, 0.4, 5.4, 4.3, -0.8, 0.7
> COc1ccccc1Nc1nc(N)nc(-c2oc3ccccc3c2C)n1
    -2.7, -0.8, -4.1, -1.8, -0.1, 0.0, 1.7, -0.1, 14.3, -1.3, -1.2
> O=C(O)c1ccc(NC(=O)c2ccccc2NC(=O)c2ccccc2Cl)cc1
    -10.2, -2.1, -2.4, -0.9, -0.3, 7.7, -0.5, -3.3, -6.3, -0.6, 4.5*
> O=C(CCCN=C1NS(=O)(=O)c2ccccc21)OCC(=O)c1ccccc1Cl
    -5.4, 1.9, 0.7, 0.1, -0.4, -0.9, -0.1, 3.6, 3.5, -1.1, 0.1
> CC(C)(CN1CCN(c2ccccc2)CC1)NS(=O)(=O)c1ccccc1
    2.4, -2.5, -2.4, -1.7, -0.6, -0.4, -1.5, -2.7, 6.0, -1.6, -1.0
> Cc1cc(C)cc(SCc2noc(C(=O)NCC3CC3)c2C(=O)NCC2CC2)c1
    -2.6, -1.9, 2.3, -0.7, -0.5, 7.5, -1.2, -1.9, 1.8, -1.1, .
> CC(C)c1ccc(C(=O)N2CCCC(c3cc(C(=O)Nc4ccc5c(c4)OCO5)no3)C2)cc1 (stereo not drawn)
    1.5, -1.4, 3.3, -0.2, 0.8, 0.7, 1.4, 5.3, 0.7, -0.7, .
> CCCCC1(Cc2cccc([N+](=O)[O-])c2)C(=O)N(c2ccccc2)N(c2ccccc2)C1=O
    -2.1, -2.8, -1.6, -7.6, -1.7, 4.9, -2.5, 2.9, 0.9, -1.6, -1.1
> COc1ccc(C2CC(c3cccs3)=NN2C(=O)CSc2nc(=O)n3ccccc3n2)cc1 (stereo not drawn)
    -5.8, 0.9, -1.1, 0.3, 1.9, -4.6, 4.8, 2.9, 2.8, -1.4, -0.2
> Cc1cc(C)cc(N2CN=c3s/c(=C\c4ccco4)c(=O)n3C2)c1
    0.9, 0.5, 4.2, 0.2, 0.7, -8.2, -1.6, -0.2, -1.0, -0.4, 1.8
> CCCN1CCCc2cc(CN)ccc21
    -85.6, 0.3, -22.2, -6.9, -2.1, 3.4, -3.8, -56.4, 5.3, -2.1, -0.9
> CC1CC(C(F)(F)C(F)(F)F)n2nc(C(=O)O)cc2N1 (stereo not drawn)
    2.0, 1.0, -2.1, -0.1, -0.5, -1.8, 1.3, -0.7, -9.3, -1.6, -1.0
> Cc1cc(C)n2nc(SCc3c(F)cccc3Cl)nc2n1
    0.2, 1.7, 0.8, 0.3, 0.3, -6.7, 1.0, 1.9, 0.4, -1.4, -1.1
> CCN(CC(=O)Nc1c(F)cccc1F)C(=O)Cc1c[nH]c2ccccc12
    -6.6, 1.8, 0.9, -1.4, 0.9, -2.0, 0.2, -0.5, -6.0, -0.2, -0.8
> Cc1ccc(-c2cc(C(F)F)n3ncc(C(=O)Nc4c(C)nn(Cc5ccccc5Cl)c4C)c3n2)cc1
    -0.9, -2.9, -2.3, -1.1, -0.1, 2.5, 0.8, -0.1, 3.7, -1.3, -0.2
> C=CC[N+]1(CC(=O)NCc2ccc(NC(C)=O)cc2)CCOCC1
    2.4, 0.0, -1.6, -1.8, 0.1, -3.7, 1.7, -0.2, -4.5, -0.6, 2.3
> CCCCN(C(=O)c1oc2ccc(OCC)cc2c1C)c1c(N)n(CCCC)c(=O)[nH]c1=O
    -14.9, -1.3, -5.3, 2.6, -0.8, -0.8, -2.7, -9.3, 3.4, -1.0, 0.1
> C=CCN1c2ccccc2C(=O)C(C)S1(=O)=O (stereo not drawn)
    -21.3, -1.3, -2.4, -2.2, 0.8, -0.9, 2.9, -16.5, -2.7, -1.5, -0.2
> Cc1ccccc1CSc1ncnc2ccccc12
    -1.5, -1.6, -10.2, 2.7, -1.1, 2.9, 2.5, 2.2, -0.8, -1.2, -0.1
> CCc1nc2sc3c(c2c(=O)n1NC(=O)CCl)CCCC3
    -0.5, -0.9, -5.2, -2.7, -1.6, 3.9, 0.0, -2.5, -1.1, -1.2, -3.0
> O=C(NNC(=O)c1cccnc1)Nc1ccc([N+](=O)[O-])cc1
    8.1, -0.6, 3.6, -1.6, 0.1, -2.7, -0.2, 7.8, 4.3, -0.2, 0.4
> CS(=O)(=O)N(CC(=O)Nc1ccc2c(c1)OCO2)Cc1ccccc1
    -1.1, 0.3, -0.5, 2.8, 0.1, -2.5, -1.6, 1.4, -1.7, -1.4, -0.3
> COc1ccc(-c2c(C)nn3c(N4CCC(C(=O)NCCN(C)C)CC4)cc(C)nc23)cc1OC
    -41.9, 0.2, -1.9, -0.1, -0.1, 4.2, -1.5, -25.9, 3.7, -1.1, 0.9
> O=C(CN1CCN(C(=O)c2cccc(F)c2)CC1)NC1CCCCC1
    1.9, -0.6, -1.8, 0.1, -0.9, 7.3, 0.9, 0.4, 3.1, -0.9, .
> COc1cc(/C=C(\C#N)C(=O)NC(C)C)ccc1OCc1ccc(C(=O)O)cc1
    -8.0, 1.9, -4.2, 4.5, 0.4, 1.4, 4.2, -1.0, 10.0, -0.4, -1.6
> COc1ccc(C2=NOC(Cn3c(Cc4ccc(Cl)cc4)nc4c3c(=O)n(C)c(=O)n4C)C2)cc1 (stereo not drawn)
    1.9, -0.5, -5.5, 1.4, -0.9, 1.8, -2.6, 1.4, -1.9, -1.4, -0.6
> CCN(CC)S(=O)(=O)c1ccc(NC(=O)C2c3ccccc3Oc3ccccc32)cc1
    3.1, -0.9, 8.5, -2.7, -0.4, -3.8, -2.0, 0.2, -1.6, -0.9, 1.6
> CCOC(=O)C1=C(COC(=O)/C=C/c2ccc(O)c(OC)c2)NC(=O)NC1C (stereo not drawn)
    -43.1, -1.7, -13.3, 3.0, 0.3, 0.2, -2.0, -35.3, 7.2, -1.2, 0.1
> CCNC(=O)N(C)c1c(CC)nc2ccc(C(=O)Nc3cccc(OCC(=O)N(C)C)c3)cn12
    -3.4, -1.1, -5.4, -2.8, -1.0, -0.4, -4.2, -2.9, -1.5, -0.2, .
> Cc1cccc(-n2c(SCC(=O)O)nc3sc4c(c3c2=O)CCC4)c1
    -10.0, -1.0, -3.9, 2.9, -0.3, -0.7, 1.2, -1.4, -4.7, -1.6, 1.7
> CN(C)c1ccc(C=NC(CO)C(O)c2ccc([N+](=O)[O-])cc2)cc1 (stereo not drawn)
    -5.7, -0.9, -0.2, 0.4, 0.1, 0.1, -1.9, 1.2, -0.3, -0.9, 1.0
> C/C(=N/Nc1ccc(C(=O)O)cc1)c1ccc2c(c1)Nc1ccccc1S2
    -145.2, -1.2, -10.8, 0.4, -1.2, -0.6, -3.6, -111.3, -0.4, -1.2, 0.7
> COC(=O)/C=C/c1ccc(OC(=O)c2ccncc2)cc1
    2.3, -2.5, 2.3, 0.2, 0.6, -4.8, -3.8, -0.7, -6.5, -0.5, -0.5
> Cc1ccnc(N=Cc2nc(-c3ccccc3Br)oc2O)c1
    -20.1, -0.2, -12.6, 4.2, 2.5, -3.1, 15.3*, -14.2, -4.7, 0.6, 0.0
> CCN(CC(=O)Nc1ccc(NC(C)=O)cc1)C(=O)c1cc(-c2ccccc2Cl)nc2ccccc12
    -8.2, -2.8, 3.6, -3.1, -4.0, -0.2, -5.4, 7.5, -8.3, -1.6, -1.7
> CCOC(=O)N1CCC(NC(=O)c2cc3c(-c4ccccc4F)nn(C)c3s2)CC1
    -3.5, -0.8, -9.3, -1.0, -0.5, -0.5, 5.0, -3.7, -1.9, -1.2, -0.5

Gathered by group: the compounds so far containing a cyano group (2)
Below each SMILES – PLCb3 inh, hcDAF12 agonist, ADAM17 inh, SMARCA2 act, DAX1 inh-1, MBD2 inh, hgDAF-12 ag, PLCg1 inh, Rev-erbA mod, ssDAF-12 act, DAX1 inh-2
> Cc1ccc(SC/C(O)=C(\C#N)c2nc3ccccc3s2)cc1
    -4.8, 1.8, -4.2, 0.8, -0.2, 3.0, 0.4, -4.8, -4.2, -0.7, 0.1
> COc1cc(/C=C(\C#N)C(=O)NC(C)C)ccc1OCc1ccc(C(=O)O)cc1
    -8.0, 1.9, -4.2, 4.5, 0.4, 1.4, 4.2, -1.0, 10.0, -0.4, -1.6

Screens (PubChem)
